From PubChem BioAssay
GSK3 alpha inh = inhibitors of human GSK-3 alpha kinase; 0.1% of 320,000 active; ADP-Glo luminescence, 60 min; inhibition, % at 10 µM; P49840;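 in the data active means inhibition above about 50%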;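 further: GST-tagged GSK-3 alpha with peptide substrate and 25 µM ATP; 0% = DMSO neutral wells and 100% = GW8510 positive control wells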
Target sequence (P49840 whole entry, looked up): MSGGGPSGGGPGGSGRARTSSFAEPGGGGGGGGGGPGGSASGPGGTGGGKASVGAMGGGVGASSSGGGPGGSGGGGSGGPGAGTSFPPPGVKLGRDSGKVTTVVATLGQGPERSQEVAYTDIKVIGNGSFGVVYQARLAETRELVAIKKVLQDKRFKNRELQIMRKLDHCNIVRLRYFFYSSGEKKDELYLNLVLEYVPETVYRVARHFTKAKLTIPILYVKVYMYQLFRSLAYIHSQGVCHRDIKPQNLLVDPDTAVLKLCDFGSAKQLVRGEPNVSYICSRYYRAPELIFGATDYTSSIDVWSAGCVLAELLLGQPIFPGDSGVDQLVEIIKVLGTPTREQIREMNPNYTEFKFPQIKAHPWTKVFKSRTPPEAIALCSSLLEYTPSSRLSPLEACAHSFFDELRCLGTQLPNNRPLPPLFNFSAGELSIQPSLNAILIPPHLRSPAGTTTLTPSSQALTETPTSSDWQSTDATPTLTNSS
IEC-6 cytotox = kills IEC-6 intestinal cells in KLF5 counter-screen | IEC-6 cytotoxicity, luminescence viability | inhibition, % at 5 µM | 0.78% of 290,000 active | AID 1825; in the data active means inhibition above about 22%;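 further: 0% = plate median of test compound wells and 100% = cytotoxic reference compound wells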
AI-2 QS mod = Vibrio harveyi AI-2 quorum sensing modulation; Vibrio harveyi JMH597 AI-2 luminescence/OD600 ratio, 9 h; stronger effect = lower value; strain lacks LuxN and CqsS sensors; 0 = neutral-control median; activity change, % at 7.5 µM; 0.4% of 300,000 active; AID 2094; in the data active means activity change below about -75%, passing the limit was not always enough;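 further: luminescence divided by OD600 gain over 9 h not by final OD600 alone; inactives centre near 13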
HIF activator = HIF pathway transcriptional activation. U2OS HRE-luciferase reporter, luminescence; normalized: DMSO 0%, desferrioxamine 100%. activation, % at 7.5 µM (by protocol). AID 1910. 0.32% of 300,000 active;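 active means mean activation of at least 10% of the iron chelator positive control signal, with at least half of replicates also reaching 10%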
GSK3beta inhib = blocks human GSK3beta kinase activity. P49841. 0.038% of 300,000 active. GST-GSK3beta kinase, ADP-Glo luminescence, 60 min; stronger effect = lower value. activity score (negative = inhibition), % at 10 µM;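 active means more than half of replicate wells score below -50%, meaning over 50% inhibition versus plate controls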;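 further: 0% = median DMSO wells and -100% = median GW8510 positive control wells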
Target sequence (P49841 whole entry, looked up): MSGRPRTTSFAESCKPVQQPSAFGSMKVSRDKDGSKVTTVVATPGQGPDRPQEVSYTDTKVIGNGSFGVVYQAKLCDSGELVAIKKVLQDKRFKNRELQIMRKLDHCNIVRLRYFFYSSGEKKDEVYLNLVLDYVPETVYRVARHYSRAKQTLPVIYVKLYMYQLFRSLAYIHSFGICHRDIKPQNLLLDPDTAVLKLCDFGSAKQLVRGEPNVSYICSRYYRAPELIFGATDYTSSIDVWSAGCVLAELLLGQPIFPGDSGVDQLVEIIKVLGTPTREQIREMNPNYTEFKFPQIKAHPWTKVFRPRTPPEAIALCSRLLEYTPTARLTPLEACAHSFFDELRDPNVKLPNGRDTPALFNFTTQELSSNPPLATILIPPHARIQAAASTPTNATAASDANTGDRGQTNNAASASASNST
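Assay system: GST-tagged human GSK3beta kinase, cell-free; Input: 1.6 ng GSK3beta; Medium: Tris/MgCl2 kinase buffer; Timing: 60 min enzyme reaction, room temperature; Signal: ADP-Glo luminescence quantifying ADP generated by kinase; Evaluation: score relative to plate controls; Benchmarks: DMSO neutral wells and GW8510 at 20 µM as positive.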
KLF5 inhibitor = kruppel-like factor 5 inhibition | DLD-1 KLF5 promoter-luciferase reporter, luminescence | inhibition, % at 5 µM | 0.23% of 290,000 active;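 active means inhibition above a per-plate limit of that plate's mean compound inhibition plus 3 SD, cut at about 60% in these data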;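 further: 0% = DMSO wells and 100% = LY294002 at 200 µM; higher means less KLF5 promoter-driven luciferase light; inactives centre near -14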
HSF-1 act = increases HSF-1 driven luciferase reporter signal; NIH3T3-HGL HSF-1 luciferase reporter, MG132, 8 h; 100% = twice DMSO control signal; activation, % at 9 µM; 1.7% of 300,000 active;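 active means mean replicate activation of at least 50% with a set share of replicates each reaching 50%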;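 further: 0% = median of the neutral control wells and 100% = twice that signal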
HSF1 inhib = HSF1 inhibition. activity change, negative = inhibition, % at 7.5 µM (by protocol). NIH3T3-HGL HSE-luciferase, MG132-induced, luminescence 8 h; stronger effect = lower value. AID 2098. 0.77% of 300,000 active;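 active means more than half of replicate wells show activity change below -50%, luminescence cut by over half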;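 further: luciferase reports HSF-1 transcriptional activity via heat shock element; 0% = median of DMSO wells and -100% = zero luminescence signal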
HSP90 inh = inhibitors of HSP90 luciferase refolding in rabbit reticulocyte lysate; inhibition, % at 5.6 µM; 0.91% of 290,000 active; luciferase refolding luminescence, 3 h;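 active means inhibition above the screen-wide mean plus 3 SD, computed separately per campaign, cut at about 16% in these data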;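 further: 0% = DMSO wells and 100% = 60 µM geldanamycin wells; inhibitors lower the luminescence because luciferase stays unfolded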
aSyn 5UTR inh = MLPCN primary screen, SNCA 5' untranslated region; alpha-synuclein 5'UTR reporter, inhibitor activity; inhibition, % (tested at 7.5 µM); 0.82% of 300,000 active; in the data active means inhibition above about 60%;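 further: H4 neuroglioblastoma cells stably carrying SNCA 5'UTR luciferase fusion; 0% = DMSO wells and 100% = positive control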
Starred values were filed as active, the others as inactive.

Screening Cc1ccc2cc(CCNC(=O)c3cccc([N+](=O)[O-])c3)c(=O)[nH]c2c1 returned GSK3 alpha inh 1.2, IEC-6 cytotox 2.0, AI-2 QS mod 9.9, HIF activator -0.5, GSK3beta inhib -2.4, KLF5 inhibitor -17.4, HSF-1 act 10.8, HSF1 inhib -2.1, HSP90 inh -4.6 and aSyn 5UTR inh -8.1.
Screening CN1C(=O)c2ccccc2Sc2ccc(NC(=O)NC3CC3)cc21 returned IEC-6 cytotox 1.5, AI-2 QS mod 12.5, HIF activator -0.6, GSK3beta inhib 2.8, KLF5 inhibitor -11.3, HSF-1 act -3.5, HSF1 inhib -11.1, HSP90 inh -1.9 and aSyn 5UTR inh 32.1.
For CNc1ncc(C(=O)c2ccc(Cl)c(Cl)c2)s1 the results were GSK3 alpha inh 0.9, IEC-6 cytotox 0.5, AI-2 QS mod -3.8, HIF activator 2.7, GSK3beta inhib -3.0, KLF5 inhibitor -81.7, HSF-1 act 32.5, HSF1 inhib 25.6, HSP90 inh -5.1 and aSyn 5UTR inh -148.5.
Cc1ccc(C)c(S(=O)(=O)N2CCCOC2CNC(=O)C(=O)NC2CCCC2)c1 (stereo unspecified) was read as GSK3 alpha inh 4.4, IEC-6 cytotox -1.5, AI-2 QS mod 24.1, HIF activator 0.0, GSK3beta inhib 1.6, KLF5 inhibitor -33.6, HSF-1 act -9.7, HSF1 inhib -8.3, HSP90 inh 1.0 and aSyn 5UTR inh 2.5.
For CC(C)(C)c1ccc(N/N=C(\C#N)S(=O)(=O)C(C)(C)C)cc1 the results were GSK3 alpha inh -0.2, IEC-6 cytotox -0.1, AI-2 QS mod 33.1, HIF activator -0.1, GSK3beta inhib 3.5, KLF5 inhibitor 12.0, HSF-1 act -8.4, HSF1 inhib -13.7, HSP90 inh 3.8 and aSyn 5UTR inh -0.1.
Cc1ccc(N2C(=O)N(CC(=O)NCc3ccccc3Cl)C(=O)C2C)cc1 (stereo unspecified) was read as GSK3 alpha inh -2.1, IEC-6 cytotox -3.2, AI-2 QS mod -7.4, HIF activator 0.9, GSK3beta inhib -1.5, KLF5 inhibitor -24.6, HSF-1 act -22.7, HSF1 inhib -5.6, HSP90 inh -0.2 and aSyn 5UTR inh 17.0.
Screening Cc1nc(-c2ccccc2)sc1-c1nc(-c2ccccc2)ncc1S(=O)(=O)c1ccccc1 returned GSK3 alpha inh 3.2, IEC-6 cytotox -5.9, AI-2 QS mod 18.5, HIF activator -0.1, GSK3beta inhib -1.5, KLF5 inhibitor 7.7, HSF-1 act -8.2, HSF1 inhib -4.4, HSP90 inh -2.4 and aSyn 5UTR inh -9.4.
COc1ccccc1N1CC(C(=O)Nc2nnc(SC)s2)CC1=O (stereo unspecified) was read as GSK3 alpha inh 2.1, IEC-6 cytotox -4.8, AI-2 QS mod 33.9, HIF activator 0.6, GSK3beta inhib -2.9, KLF5 inhibitor -35.4, HSF-1 act 0.3, HSF1 inhib 7.7, HSP90 inh -0.4 and aSyn 5UTR inh -3.6.
`CN(C)c1ccc(CN(C(=O)COc2ccc(Br)cc2)C2CCS(=O)(=O)C2)cc1` (stereo unspecified) gave GSK3 alpha inh 2.6, IEC-6 cytotox -3.1, AI-2 QS mod 0.1, HIF activator -0.2, GSK3beta inhib 3.3, KLF5 inhibitor 2.8, HSF-1 act 1.1, HSF1 inhib 4.1, HSP90 inh -0.8 and aSyn 5UTR inh 6.2.
Cc1sc2ncn(CC(=O)NCc3ccccn3)c(=O)c2c1S(=O)(=O)N1CCOCC1 was read as GSK3 alpha inh -1.7, IEC-6 cytotox 6.5, AI-2 QS mod 7.8, HIF activator -0.6, GSK3beta inhib -1.0, KLF5 inhibitor 4.6, HSF-1 act 3.3, HSF1 inhib -3.4, HSP90 inh 2.8 and aSyn 5UTR inh 3.4.
Screening COc1ccc(CCNC(=O)CC2(CC3=NS(=O)(=O)c4ccccc4N3)CCCC2)cc1OC returned GSK3 alpha inh 1.2, IEC-6 cytotox 6.2, AI-2 QS mod 11.9, HIF activator 0.0, GSK3beta inhib 0.3, KLF5 inhibitor 6.5, HSF-1 act 5.6, HSF1 inhib 5.9, HSP90 inh -0.3 and aSyn 5UTR inh 41.4.
For Cc1cc(N2CCC(C)CC2)nc(-n2nc(C)cc2C)n1 the results were GSK3 alpha inh 0.0, IEC-6 cytotox 4.9, AI-2 QS mod 15.0, HIF activator -0.4, GSK3beta inhib -3.8, KLF5 inhibitor 14.3, HSF-1 act -39.4, HSF1 inhib -26.8, HSP90 inh 5.3 and aSyn 5UTR inh 8.3.
N#Cc1cnn2cc(CCN3CCOCC3)c(-c3ccc(F)cc3)nc12 was read as GSK3 alpha inh 0.2, IEC-6 cytotox -1.0, AI-2 QS mod 14.2, HIF activator -0.3, GSK3beta inhib 0.7, KLF5 inhibitor -35.4, HSF-1 act -1.7, HSF1 inhib 4.5, HSP90 inh -4.3 and aSyn 5UTR inh 17.0.
Screening CCOCC(=O)Nc1cccc(NC(C)=O)c1 returned GSK3 alpha inh -1.0, IEC-6 cytotox 4.2, AI-2 QS mod 14.8, HIF activator 0.5, GSK3beta inhib -2.7, KLF5 inhibitor -9.3, HSF-1 act -10.5, HSF1 inhib -0.3, HSP90 inh 3.4 and aSyn 5UTR inh -12.1.
`O=C(Nc1ccccc1)Nc1nc(-c2ccc(F)cc2)cs1` gave GSK3 alpha inh -1.6, IEC-6 cytotox -2.5, AI-2 QS mod 0.3, HIF activator 0.2, GSK3beta inhib 3.3, KLF5 inhibitor -24.7, HSF-1 act 6.1, HSF1 inhib -2.1, HSP90 inh -1.5 and aSyn 5UTR inh -40.6.
COc1ccc(-n2cc(-c3ccccc3)nc2SC)cc1 was read as GSK3 alpha inh -1.8, IEC-6 cytotox -5.4, AI-2 QS mod -22.5, HIF activator 1.3, GSK3beta inhib -0.3, KLF5 inhibitor -46.6, HSF-1 act 41.6, HSF1 inhib 17.7, HSP90 inh -2.2 and aSyn 5UTR inh -121.3.
CC(NC(=O)CCNS(=O)(=O)c1cccc2nsnc12)c1ccccc1 (stereo unspecified) was read as GSK3 alpha inh 1.2, IEC-6 cytotox -2.2, AI-2 QS mod 6.5, HIF activator -0.3, GSK3beta inhib 0.6, KLF5 inhibitor -19.0, HSF-1 act 11.4, HSF1 inhib 6.8, HSP90 inh 0.3 and aSyn 5UTR inh 3.3.
For Fc1cccc(F)c1-c1nc2c(s1)CCc1onc(-c3ccc(Br)cc3)c1-2 the results were GSK3 alpha inh 1.2, AI-2 QS mod 6.0, HIF activator 0.3, GSK3beta inhib 3.9, HSF-1 act -18.5, HSF1 inhib -1.5 and aSyn 5UTR inh -51.1.
Screening N#CC1=C(N)C(C#N)(C#N)C2(CCC3(CC2)OCCO3)C2CC3(CC=C12)OCCO3 (stereo unspecified) returned GSK3 alpha inh 2.0, IEC-6 cytotox -6.1, AI-2 QS mod 2.7, HIF activator 0.0, GSK3beta inhib -7.1, KLF5 inhibitor -30.1, HSF-1 act 12.2, HSF1 inhib 7.2, HSP90 inh 2.7 and aSyn 5UTR inh -9.2.
Cc1ccc(NC(=O)COC(=O)c2ccc([N+](=O)[O-])s2)c(C)c1 was read as GSK3 alpha inh -4.5, IEC-6 cytotox -1.4, AI-2 QS mod 19.1, HIF activator -0.1, GSK3beta inhib -2.3, KLF5 inhibitor 0.4, HSF-1 act 6.6, HSF1 inhib -1.8, HSP90 inh 0.4 and aSyn 5UTR inh -8.6.
For COc1ccc(S(=O)(=O)N(Cc2ccccc2)c2ccccc2C(=O)O)cc1 the results were GSK3 alpha inh 1.3, IEC-6 cytotox 5.6, AI-2 QS mod -25.6, HIF activator 2.2, GSK3beta inhib 0.9, KLF5 inhibitor -8.7, HSF-1 act 19.3, HSF1 inhib -0.6, HSP90 inh -1.8 and aSyn 5UTR inh 13.3.
Screening COc1cccc(C(=O)Nc2cc(C(=O)NCc3ccc(C)cc3)ccc2N2CCC3(CC2)CC(c2ccccc2)=NO3)c1 returned GSK3 alpha inh -3.7, IEC-6 cytotox -4.4, AI-2 QS mod 14.1, HIF activator -5.3, GSK3beta inhib -1.7, KLF5 inhibitor 16.3, HSF-1 act 1.4, HSF1 inhib -4.6, HSP90 inh 10.7 and aSyn 5UTR inh 20.7.
Cc1cc2ccccc2n1CCNC(=O)c1ccccc1 was read as GSK3 alpha inh -1.8, IEC-6 cytotox -3.4, AI-2 QS mod 8.2, HIF activator 0.5, GSK3beta inhib 1.2, KLF5 inhibitor -75.0, HSF-1 act -6.4, HSF1 inhib 0.2, HSP90 inh 40.5* and aSyn 5UTR inh -114.0.
For COc1cc(C2C(C#N)=C(N)Oc3n[nH]c(-c4cccs4)c32)cc(OC)c1O (stereo unspecified) the results were GSK3 alpha inh -0.8, IEC-6 cytotox -12.9, AI-2 QS mod 27.2, HIF activator -0.2, GSK3beta inhib -2.7, KLF5 inhibitor -26.4, HSF-1 act 18.8, HSF1 inhib 23.8, HSP90 inh 23.8* and aSyn 5UTR inh -10.8.
`C/C(=N\NC(=O)c1ccc(C)cc1C)c1ccc2c(c1)Nc1ccccc1S2` gave GSK3 alpha inh -2.5, IEC-6 cytotox 7.2, AI-2 QS mod 12.7, HIF activator 2.4, GSK3beta inhib 3.5, KLF5 inhibitor -26.5, HSF-1 act -0.7, HSF1 inhib -2.1, HSP90 inh 1.1 and aSyn 5UTR inh -16.3.
`CCN(CC(=O)NCc1cccs1)C(=O)/C=C/c1ccc(OC)cc1OC` gave GSK3 alpha inh 0.6, AI-2 QS mod 11.1, HIF activator -0.6, GSK3beta inhib -1.5, HSF-1 act -3.4, HSF1 inhib -1.6 and aSyn 5UTR inh -1.6.
Cc1ccccc1NC(=O)OCCN1CCN(Cc2ccccc2)CCC1=O was read as GSK3 alpha inh 5.1, IEC-6 cytotox -5.5, AI-2 QS mod 12.7, HIF activator -1.7, GSK3beta inhib 1.5, KLF5 inhibitor -10.9, HSF-1 act -5.2, HSF1 inhib -6.4, HSP90 inh 0.9 and aSyn 5UTR inh 16.4.
`CCCc1ncc(C(O)c2ccc(OC)cc2)n1C` (stereo unspecified) gave GSK3 alpha inh -2.0, IEC-6 cytotox -1.8, AI-2 QS mod 1.8, GSK3beta inhib 1.4, KLF5 inhibitor -24.1, HSF-1 act -4.9, HSF1 inhib -5.4, HSP90 inh 1.8 and aSyn 5UTR inh 2.3.
Screening CC(=O)N1CCN(c2ccc(S(=O)(=O)N3CCCCC3)cn2)CC1 returned GSK3 alpha inh -0.4, IEC-6 cytotox -1.2, AI-2 QS mod 29.7, HIF activator -0.2, GSK3beta inhib 3.2, KLF5 inhibitor -17.6, HSF-1 act 5.9, HSF1 inhib 2.1, HSP90 inh 1.2 and aSyn 5UTR inh -10.0.
